Screening data (PubChem)
LmPK inhibitor – inhibitors of Leishmania mexicana pyruvate kinase. purified LmPK, Kinase-Glo ATP luminescence, 1 h. hit rate 0.37% among 290,000. AID 1721. Potency, µM (doses to about 57.5 µM), for the others: top-dose activity change, negative = inhibition, actives largely listed as inhibitors. Q27686; further: potency means the concentration at half of the fitted maximal effect; on the % scale 0 is the no-effect control and ±100 the full control effect
Target sequence (Q27686 whole entry, looked up): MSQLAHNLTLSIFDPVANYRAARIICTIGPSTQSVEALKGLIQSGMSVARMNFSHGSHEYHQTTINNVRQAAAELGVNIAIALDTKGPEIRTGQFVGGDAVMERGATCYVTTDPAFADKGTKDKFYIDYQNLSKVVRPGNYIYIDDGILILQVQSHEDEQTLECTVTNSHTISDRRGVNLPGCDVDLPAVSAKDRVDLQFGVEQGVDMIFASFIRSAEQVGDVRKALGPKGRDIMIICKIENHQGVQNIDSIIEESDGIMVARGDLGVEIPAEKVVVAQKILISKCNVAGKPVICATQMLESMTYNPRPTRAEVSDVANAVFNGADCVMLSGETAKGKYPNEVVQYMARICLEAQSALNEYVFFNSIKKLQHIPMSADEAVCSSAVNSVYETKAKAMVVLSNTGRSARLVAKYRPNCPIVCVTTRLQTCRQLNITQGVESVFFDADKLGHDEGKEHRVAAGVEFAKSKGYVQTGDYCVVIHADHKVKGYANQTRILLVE
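0.1 nM LmPK, 0.5 mM PEP, 0.1 mM ADP; 50 mM imidazole pH 7.2, 7 mM MgCl2, 50 mM KCl; 1 h RT. Kinase-Glo luminescence readout, normalized to no-enzyme (full inhibition) and uninhibited wells.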
Pf growth 48h – inhibits P. falciparum growth in the first generation, 48 h; P. falciparum luciferase growth in erythrocytes, 48 h; Potency, µM (doses to about 28.7 µM), without a hit: top-dose activity change, negative = inhibition, actives largely listed as inhibitors; hit rate 5.9% among 310,000; further: potency means the concentration at half of the fitted maximal effect; on the % scale 0 is the no-effect control and ±100 the full control effect
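Read-out is firefly luciferase luminescence from an integrated reporter in P. falciparum, so falling signal marks reduced parasite growth. Infected erythrocytes were at 2% hematocrit and 0.1% parasitemia (final) in Albumax-supplemented RPMI 1640.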
Shiga inhibitor – Shiga toxin inhibition | Vero cells, Shiga toxin protein synthesis inhibition reporter | inhibition, % at 38.7 µM | hit rate 9.2% among 290,000 | AID 2315; in the data active means inhibition mostly above about 28%, no sharp cut-off; inactive means mostly below about 43%; further: 0% is about no effect
Cycloheximide cs – counter-screen for Shiga toxin inhibitors: cycloheximide protein synthesis inhibition; cell reporter, cycloheximide protein synthesis inhibition counterscreen; max response, %; hit rate 12% among 300,000; in the data active means max response mostly above about 13%, no sharp cut-off; inactive means mostly below about 14%; further: read at 38.3 µM for the half of the compounds with a filed dose; 0% is about no effect
HCV inhibitor – HCV inhibition; AID 651820; Huh7.5.1 HCVcc-Cre infection, luciferase reporter, 44 h; hit rate 3.4% among 340,000; Potency, µM (doses to about 41.8 µM), without a hit: at the highest dose activity change, negative = inhibition, actives largely listed as inhibitors; further: potency means the concentration at half of the fitted maximal effect; on the % scale 0 is the no-effect control and ±100 the full control effect
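Compounds are dispensed onto cells plated 4 h earlier at 1,000 per well, with HCVcc-Cre virus (about 0.5 moi) added next. Following 44 h of culture, luminescent signal is measured for 15 sec after 15 min with substrate at room temperature.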
Pf growth 96h – P. falciparum growth inhibition at 96 hours. P. falciparum luciferase reporter growth, 96 h. Potency, µM (top dose mostly 28.7 µM), without a hit: at the highest dose activity change, negative = inhibition, most hits filed as inhibitors. hit rate 6.9% among 320,000; further: potency means the concentration at half of the fitted maximal effect; on the % scale 0 is the no-effect control and ±100 the full control effect
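P. falciparum expressing integrated firefly luciferase, in erythrocytes at 2% hematocrit, 0.05% parasitemia, incubated with compounds 96 h at 37 C, 5% CO2. Growth inhibition read as loss of luminescence; two-generation exposure targets delayed-death apicoplast inhibitors.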
Tb PYK inh – inhibitors of Trypanosoma brucei pyruvate kinase; hit rate 0.12% among 410,000; Potency, µM (top dose mostly 76.8 µM), inactives show at the highest dose activity, negative = inhibition, hits mostly inhibitors; Q57TT1; TbPYK enzyme, Kinase-Glo Plus ATP luminescence, 45 min; further: potency means the concentration at half of the fitted maximal effect; on the % scale 0 is the no-effect control and ±100 the full control effect; nearly all actives have a fitted effect of over 50% in size
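T. brucei PYK with substrate was exposed to pin-transferred compounds across a concentration series, then started with 130 uM ADP (final). After 45 min at room temperature, Kinase-Glo Plus luminescence was read, normalized and curve-fitted.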
Numbers without * were called inactive; ? = inconclusive; · = no result given; & = joins results of further samples; [ ] = dose if it differs, or a comment. Unless noted, the call rests on the fitted dose curve; in most records, active means well fitted curve in the direction sought with a large enough effect; inconclusive means small, poorly fitted or top-dose-only effect, or another doubt; inactive means no such curve, though single readings can be large; an effect the other way counts as inactive or inconclusive.

Start of the data: the first six compounds as a preview:
SMILES	LmPK inhibitor	Pf growth 48h	Shiga inhibitor	Cycloheximide cs	HCV inhibitor	Pf growth 96h	Tb PYK inh
Cc1nc2c(nnn2Cc2ccccc2)c(=O)[nH]1	7%[11.5 µM]	2%	-4	-5	4%	-8%	-18%
CCCNc1ncnc2nc[nH]c12	-3%	0%	-3	-4	0%	8%	-15%
COc1cc(/C=C2\CCCc3c2nc2ccccc2c3C(=O)O)cc(OC)c1O	-17%	-2%	-2	-2	9%	4%	?
COc1ccc(C(=O)C2CCCN(Cc3c(O)cccc3OC)C2)cc1OC (stereo unspecified)	-3%	?	-3	-2	-17%	?	-1%
CC(C)(C)[C@H]1C=C(C(=O)Nc2ccccc2)O[C@@H](OCc2ccc(CO)cc2)C1	3%	?	18	12*	-9%	?	0%
COC(=O)c1cccc(NC(=O)c2cccs2)c1C	-5%	·	24	19	23%	-20%	0%

All compounds of this part, repeating the preview:
SMILES	LmPK inhibitor	Pf growth 48h	Shiga inhibitor	Cycloheximide cs	HCV inhibitor	Pf growth 96h	Tb PYK inh
Cc1nc2c(nnn2Cc2ccccc2)c(=O)[nH]1	7%[11.5 µM]	2%	-4	-5	4%	-8%	-18%
CCCNc1ncnc2nc[nH]c12	-3%	0%	-3	-4	0%	8%	-15%
COc1cc(/C=C2\CCCc3c2nc2ccccc2c3C(=O)O)cc(OC)c1O	-17%	-2%	-2	-2	9%	4%	?
COc1ccc(C(=O)C2CCCN(Cc3c(O)cccc3OC)C2)cc1OC (stereo unspecified)	-3%	?	-3	-2	-17%	?	-1%
CC(C)(C)[C@H]1C=C(C(=O)Nc2ccccc2)O[C@@H](OCc2ccc(CO)cc2)C1	3%	?	18	12*	-9%	?	0%
COC(=O)c1cccc(NC(=O)c2cccs2)c1C	-5%	·	24	19	23%	-20%	0%
Cc1ccc2c(C(=O)CN3CCCCC3CCO)c(C)[nH]c2c1 (stereo unspecified)	0%	-11%	13	-1	1%	?	7%
CO/N=C/NC(=O)N1OC[C@@H]2COc3ccc4ccccc4c3[C@@H]21	6%	·	-4	-4	-1%	-32%	1%
CN1Cc2c(N3CCOCC3)nc(SCc3ccccc3)c(C#N)c2CC1(C)C	5%	0%	-15	5	10µM*	6%	2%
O=C(Cn1c(N2CCN(C/C=C/c3ccccc3)CC2)nc2ccccc21)c1ccccc1	-3%	?	-5	8	·	?	·
O=C(N/N=C/c1ccncc1)c1cc(Br)ccc1OCc1ccccc1	2%	?	-10	4	8.9µM*	2.9µM*	10%
Cc1ccc(NC(=O)CNCc2ccccn2)cc1S(=O)(=O)N(C)C	-4%	17µM*	41	19	1%	?	1%
CCCCN(C)C(=O)c1nc2ccccn2c1CN1CCC[C@H]1CO	-8%	38%[activator]	-7	-2	22%	?	0%
O=C(NCCc1ccc2c(c1)OCCO2)c1cc(F)cc(F)c1	-6%	62%[activator]	21*	25*	?	15%	-5%
COc1ccc2cc(CCNC(=O)c3c(-c4ccccc4Cl)noc3C)c(=O)[nH]c2c1	3%	-26%	-4	11	0%	?	-1%
CC(NCc1cccn1C)c1ccccc1 (stereo unspecified)	3%	34%[activator]	-15	-5	0%	35%[activator]	4%
O=C1CN(C(=O)COc2ccc(Cl)c(Cl)c2)c2ccccc2N1	·	13µM*	·	·	-2%	3.3µM*	-14%
CC(C)c1ccc(NC2CCCN(C(=O)c3cscn3)C2)cc1 (stereo unspecified)	-9%	-3%	11	11	-14%	?	2%
CCOc1cccc(OCCOCCN(C)Cc2ccccc2)c1	-2%	1%	-7	-1	-10%	-18%	2%
CC(=O)Nc1nnc(/C=C/c2cccc([N+](=O)[O-])c2)s1	-1%	-3%	5	5	20%	?	-4%
Cc1cc(=O)[nH]c(SCC(=O)Nc2ccccc2C)n1	4%	5%	0	1	-1%	32%	-3%
O=C(CN1C(=O)c2cccc3cccc(c23)C1=O)N1CCN(c2ccccn2)CC1	2%	-3%	-3	2	-9%	-16%	8%
CCN1C(=O)c2cccc3c(Cl)ccc1c23	-8%	-9%	7	-1	?	156%[activator]	1%
CCOC(=O)CN1CC23C=CC(O2)C(C(=O)Nc2ccc(OC)cc2OC)C3C1=O (stereo unspecified)	1%	17%	10	12	12%&9%	?	-7%
Cc1ccc(S(=O)(=O)N2CCOCC2)cc1C(=O)Nc1cc(Cl)ccc1N1CCOCC1	·	4.7µM*	·	·	23%	?	5%
Going on with the list.
SMILES	LmPK inhibitor	Pf growth 48h	Shiga inhibitor	Cycloheximide cs	HCV inhibitor	Pf growth 96h	Tb PYK inh
CC1=Nc2ccc3ccccc3c2C1(C)C	0%	-7%	-16	8	5%	-10%	0%
CC(NC(=O)Nc1ccc([N+](=O)[O-])cc1)C(c1ccccc1)N1CCOCC1 (stereo unspecified)	5%	?	3	11	-5%	?	-3%
Cc1ccc(CNc2ccc(N3CCOCC3)c(Cl)c2)cc1	-4%	27%	30*	22*	-2%	10µM*	-11%
CCN(CC(=O)N1CCCC1)S(=O)(=O)c1ccc(F)cc1	-1%	78%[activator]	-4	-1	3%	-19%	-4%
COc1ccc(N2CCN(C3CC(=O)N(C)C3=O)CC2)cc1 (stereo unspecified)	-1%	8%	-8	-5	15%	0%	-13%
CCn1c(/C=C/c2cc(Br)ccc2O)nc2ccccc2c1=O	-1%	0.93µM*	-8	-2	?	-3%	4%
Cc1cc(C)cc(NC(=O)CCN2CC(C)OC(C)C2)c1 (stereo unspecified)	4%	9%	-8	-4	2%	·	-6%
CCn1ncc(Br)c1C(=O)Nc1ccc(C(=O)OC(C)C)cc1	2%	?	42	27*	?	·	0%
O=C(COc1ccc(F)cc1)Nc1nnc(-c2ccncc2)s1	-3%	-1%	-1	-1	3%	-22%	0%
CC(=O)NCCC(=O)Nc1cc(S(=O)(=O)N2CCOCC2)ccc1N1CCOCC1	5%	-16%	-2	-2	13%	?	2%
CCOc1ccc(NC(=O)CN2C(=O)/C(=C3\SC(=S)N(C4CCS(=O)(=O)C4)C3=O)c3ccccc32)cc1 (stereo unspecified)	-9%	-22%	-6	-4	-5%	5%	-1%
NC(=O)[C@H]1CC2(CC(c3cccc(NC(=O)[C@H]4CCC(=O)N4)c3)=NO2)CN1C(=O)c1ccccc1C(=O)c1ccccc1 (stereo partly specified)	9%	54%[activator]	-5	-2	18%	25%	-2%
CCN(CC)CCCNC(=O)c1cc2nc(-c3ccccc3)cc(C(F)(F)F)n2n1	2%	55%[activator]	-5	-2	?	?	-2%
CCc1nnc(NC(=O)C2CCC(CNc3c(N4CCCCC4)c(=O)c3=O)CC2)s1 (stereo unspecified)	9%	?	23	5	18%	0%	3%
CCCCCC(=O)NCc1c(C(F)(F)F)nn(C)c1N1CCOCC1	4%	25%	-3	-2	13%	?	3%
COc1cc(Br)cc(/C=C/c2ccc3cccc(O)c3n2)c1OC	14%	?	-2	-3	-11%	-6%	-7%
O=c1[nH]c(O)c(N=Nc2ccc([N+](=O)[O-])cc2)c(=O)[nH]1	2%	?	7	8	-32%	-3%	2%
Cc1cccc(N2CC(O)(c3cccs3)[N+]3=C2CCCCC3)c1 (stereo unspecified)	-3%	-16%	-2	-2	-5%	?	-1%
COc1ccc2nc(N3CCCC(O)C3)c(C#N)cc2c1 (stereo unspecified)	-2%	63%[activator]	27	18	8%	18%	-1%
Cc1cccc(NC(=S)NC2CCN(Cc3ccccc3)CC2)c1C	2%	?	-16	1	-15%	?	-7%
O=C(COC(=O)Cn1cc(C(F)(F)F)ccc1=O)Nc1ccc(Br)cc1F	·	9%	·	·	?	30%[activator]	1%
CC(=O)C1=C(C)NC(=O)NC1c1cc(Br)ccc1OCC(N)=O (stereo unspecified)	5%	2%	9	-1	10%	·	0%
O=S(=O)(NCc1ccccn1)c1ccccc1	-4%	·	20	-5	10%	43%	-9%
Cn1c(CNC(=O)c2ccco2)nnc1SCC(=O)N1CCN(c2ccccc2)CC1	-5%	13%	4	-1	19%	-1%	-3%
Cc1cccc(-c2n[nH]c(=S)n2/N=C/c2ccc(C)s2)c1	-9%	21%	-14	-2	-12%	16%	?
More entries follow.
SMILES	LmPK inhibitor	Pf growth 48h	Shiga inhibitor	Cycloheximide cs	HCV inhibitor	Pf growth 96h	Tb PYK inh
FC(F)(F)c1nc(NCc2cccnc2)c2ccccc2n1	1%	48%[activator]	-11	-2	-25%	10%	-1%
CCNc1cc2n(c(=O)n1)CCc1cc(OC)c(OC)cc1-2	2%	-25%	-14	-4	-9%	49%[activator]	1%
CCOc1ccccc1N1CCN(CC(O)COC2CCCc3ccccc32)CC1 (stereo unspecified)	1%	?	-3	-3	11µM*	?	3%
CC(=NCCN1CCCCC1)c1c(O)n(Cc2ccccc2)c(=O)[nH]c1=O	6%	?	-13	-3	-1%	·	2%
CCOC(=O)N1CCN(C(=O)CCN2C(=O)/C(=C\c3ccccc3OC)SC2=S)CC1	-4%	?	-7	1	6%	3%	-13%
Clc1ccc(CNc2ccc3nnc(-c4ccccc4)n3n2)cc1	3%	?	-10	-1	3%[8.37 µM]	57%	1%
O=C(Nc1ccc(F)cc1F)C1CCCN1S(=O)(=O)c1ccc(-c2ccc(=O)[nH]n2)s1 (stereo unspecified)	-2%	?	2	2	10%	21%	2%
COc1ccccc1NC(=O)CSc1nnc(NC(=O)C2CCC2)s1	-1%	-28%	-13	3	-11%	88%[activator]	1%
O=C(Nc1ccc(Cl)c(Cl)c1)Oc1ccc(NC(=O)c2ccco2)cc1	1%	·	23	22*	0%	?	-3%
CCCCNC(=O)Nc1nnc(C(C)(C)C)s1	4%	?	30	13	-9%	0%	?
Cc1cccc2c1N(C)C(=O)C2=O	-1%	17%	-8	4	13%	11%	1%
S=C(Nc1cccc(Cl)c1)Nc1ccc2cn[nH]c2c1	5%	25%	34	25*	12%	64%[activator]	-2%
Cc1nnc(SCc2ccc(Cl)cc2)nc1/C=C/N(C)C	1%	?	-3	-2	?	?	3%
COc1ccccc1-n1ccn(CC(=O)Nc2ccc(C)cc2Cl)c(=O)c1=O	·	-11%	·	·	9%	5%	0%
CCN(Cc1ccncc1)C(=S)NCc1ccccc1	2%	-7%	-7	-3	-1%	12%	0%
C[C@@H]1C[C@H]2[C@@H]3CCC4=CC(=O)C=C[C@]4(C)[C@@]3(F)[C@@H](O)C[C@]2(C)[C@H]1C(=O)CO	-3%	?	-13	-2	5%[8.37 µM]	9.3µM*	5%&0%
CCCNC(=O)c1ccc(Cl)cc1Cl	15%	45%[activator]	28	18	2%	48%[activator]	-3%
O=C(Nc1ccc(NC(=O)c2sc3ccccc3c2Cl)cc1)c1ccco1	1%	-18%	-11	-6	?	25%	-5%
O=C(OCC(=O)N1CCOCC1)c1ccc(Br)cc1	0%	40%[activator]	60	20*	1%	54%[activator]	4%
COc1cc(C)ccc1OCc1cc(C(=O)NCCN2CCOCC2)no1	4%	24%	76*	67*	-19%	-13%	-4%
CC(=O)Nc1ccc(S(=O)(=O)N2CCN(S(=O)(=O)c3cccs3)CC2)cc1	·	-11%	·	·	8%	-15%	-2%
C[C@@H]1CCC(=O)N(CC[C@H](Sc2ccccc2)c2ccccc2)CC1	4%	?	14	10*	5%	?	0%
